High-throughput results: PubChem, several laboratories
hERG protect: hERG rescue from dofetilide block, primary screen, cell-based, CHO-hERG, FluxOR thallium flux, dofetilide IC70; dofetilide IC70 present; AID 1511, 2009; Voltage-gated inwardly rectifying potassium channel KCNH2 (Homo sapiens), Q12809; activation (rescue from dofetilide block), less the hit threshold, % at 10 µM; actives 0.51% (n = 310,000);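 active = activation above the mean of controls blocked by dofetilide plus 5 SD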;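 also: thallium influx through hERG after potassium depolarization seen as dye fluorescence rise; in these data hits start at about 4.7%; inactives centre near -7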
Target sequence (Q12809 whole entry, looked up): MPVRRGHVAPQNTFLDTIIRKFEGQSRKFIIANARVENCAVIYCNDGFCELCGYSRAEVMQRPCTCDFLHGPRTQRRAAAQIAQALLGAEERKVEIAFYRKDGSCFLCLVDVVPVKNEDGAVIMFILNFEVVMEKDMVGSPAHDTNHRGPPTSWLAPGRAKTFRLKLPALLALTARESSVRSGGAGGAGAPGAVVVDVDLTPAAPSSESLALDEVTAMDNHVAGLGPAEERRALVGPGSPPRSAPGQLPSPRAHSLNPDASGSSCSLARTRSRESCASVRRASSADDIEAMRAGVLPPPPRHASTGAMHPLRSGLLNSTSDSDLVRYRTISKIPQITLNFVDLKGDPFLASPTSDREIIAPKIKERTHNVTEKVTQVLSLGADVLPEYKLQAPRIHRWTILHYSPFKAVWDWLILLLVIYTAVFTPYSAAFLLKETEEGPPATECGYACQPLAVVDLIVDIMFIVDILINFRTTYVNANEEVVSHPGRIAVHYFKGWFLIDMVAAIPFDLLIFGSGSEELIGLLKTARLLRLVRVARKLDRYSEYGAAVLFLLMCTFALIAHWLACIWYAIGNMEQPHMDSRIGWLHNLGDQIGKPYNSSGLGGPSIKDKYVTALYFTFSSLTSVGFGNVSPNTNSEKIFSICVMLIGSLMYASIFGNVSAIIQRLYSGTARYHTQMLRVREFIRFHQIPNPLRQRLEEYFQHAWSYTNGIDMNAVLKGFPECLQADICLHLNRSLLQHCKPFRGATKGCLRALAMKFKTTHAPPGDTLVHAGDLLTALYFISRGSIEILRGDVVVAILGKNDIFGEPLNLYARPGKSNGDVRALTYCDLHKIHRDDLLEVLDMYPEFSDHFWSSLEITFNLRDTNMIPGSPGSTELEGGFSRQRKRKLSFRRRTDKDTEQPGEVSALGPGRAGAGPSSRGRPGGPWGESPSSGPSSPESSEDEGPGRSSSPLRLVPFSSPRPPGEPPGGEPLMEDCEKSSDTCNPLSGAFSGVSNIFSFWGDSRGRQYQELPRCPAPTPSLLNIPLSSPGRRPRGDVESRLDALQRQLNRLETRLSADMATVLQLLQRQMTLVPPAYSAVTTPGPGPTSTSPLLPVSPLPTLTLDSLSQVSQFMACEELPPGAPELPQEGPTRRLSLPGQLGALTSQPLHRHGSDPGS
Dyrk1A ADPGlo: rat Dyrk1A kinase inhibitors, primary screen, biochemical, single point, plate reader; ADP-Glo luminescence, NFATc1 peptide; AID 504441, 2011; actives 0.43% (n = 310,000); inhibition, % at 12.5 µM; Dual specificity tyrosine-phosphorylation-regulated kinase 1A (Rattus norvegicus), Q63470; in the data active = inhibition above about 50%;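 also: plate controls were vehicle with enzyme for no effect and no enzyme for full effect; many of its hits are not listed in these tables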
PolyA inh: polyadenylation inhibitors in yeast reporter cells, primary screen, luminescence, S. cerevisiae; S. cerevisiae SKY197-pL101 polyadenylation reporter, beta-gal luminescence; efflux-impaired pdr1/pdr3 knockout yeast; score 100 = 6 SD above DMSO; calls only at 12 µM; actives 0.02% (n = 300,000); AID 1875, 2009;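 active = lowest replicate activity score at least 50, where 100 means six control SD above control mean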;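 also: yeast exposed to compound for 9 h at 30 °C; higher score means more reporter readthrough which indicates perturbed polyadenylation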
GSK3 alpha inh: blockers of GSK3A enzyme activity – biochemical, luminescence, cell-free homogeneous, HTS, primary screen; GSK-3 alpha kinase, ADP-Glo luminescence, 60 min; AID 2650, 2010; actives 0.1% (n = 320,000); Glycogen synthase kinase-3 alpha (Homo sapiens), P49840; inhibition, % at 10 µM;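 in the data active = inhibition above about 50%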;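 also: GST-tagged GSK-3 alpha with peptide substrate and 25 µM ATP; 0% = DMSO neutral wells and 100% = GW8510 positive control wells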
KCNK3 inh: human KCNK3 channel inhibitors, primary screen, CHO cells, FluxOR thallium flux, B-score; B-score at 10 µM; AID 602410, 2012; actives 0.84% (n = 340,000); FluxOR fluorescence; active compounds read low; Potassium channel subfamily K member 3 (Homo sapiens), O14649;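 active = B-score under library mean minus 4 SD, starting fluorescence ratio at most library mean plus 5 SD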;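 also: more negative B-score means stronger inhibition of thallium flux through KCNK3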
GSK3B inh: human GSK3beta kinase inhibitors, primary screen, biochemical, cell-free homogeneous, HTS. GST-GSK3beta kinase, ADP-Glo luminescence, 60 min; active compounds read low. actives 0.038% (n = 300,000). activity score (negative = inhibition), % at 10 µM. AID 2097, 2009;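 active = more than half of replicate wells score below -50%, meaning over 50% inhibition versus plate controls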;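 also: 0% = median DMSO wells and -100% = median GW8510 positive control wells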
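Test system – GST-tagged human GSK3beta kinase, cell-free · Incubation – 60 min enzyme reaction, room temperature · Signal – ADP-Glo luminescence · Also added – peptide substrate and ATP at 25 µM · Controls – DMSO neutral wells and GW8510 at 20 µM as positive · Buffer or medium – Tris/MgCl2 kinase buffer · Measure – Luminescence-derived activity versus plate DMSO and GW8510 wells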
RGS4 pot: RGS4 potentiators or activators, primary screen, cell-based, HEK293 M3R inducible RGS4, calcium flux; carbachol calcium flux Fluo4; active compounds read low; B-score at 10 µM; actives 0.92% (n = 310,000); AID 463111, 2010;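 active = B-score of the integrated calcium signal more than 4 SD below the library mean, with starting fluorescence not abnormally high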;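 also: negative B-score means reduced calcium response which marks RGS4 activation or potentiation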
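test system = M3R-expressing HEK293 line, RGS4 induced by doxycycline | probe or stimulus = carbachol at ECmax as muscarinic agonist stimulus | timing = dye loading 30 min 37 °C, buffer rest 30 min RT | signal = calcium dye Fluo4 fluorescence | evaluation = B score from integrated fluorescence ratio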
KCNQ1 pot: potentiators or activators of KCNQ1 channel, primary screen, cell-based, thallium flux, high-throughput. Potassium voltage-gated channel subfamily KQT member 1 (Homo sapiens), P51787. CHO-K1 KCNQ1, thallium flux FluxOR fluorescence; active compounds read high. B-score at 10 µM. actives 0.35% (n = 310,000). AID 2648, 2010;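 active = fluorescence ratio B-score, a plate-corrected score, at least three library SD, with initial intensity B-score within 5 SD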
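System: CHO-K1 cells stably expressing KCNQ1 / Medium: assay buffer for compound exposure, DMSO matched across wells / Reagent: thallium- and potassium-containing depolarizing buffer / Compound: one concentration, matched DMSO / Incubation: 20 min compound pretreatment at room temperature / Measured by: kinetic FluxOR fluorescence, 10 s baseline plus 110 s post-stimulus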
RGS4 inh: RGS4 inhibitors, primary screen, cell-based, HEK293 M3R inducible RGS4, calcium flux. Regulator of G-protein signaling 4 (Homo sapiens), P49798. B-score at 10 µM. actives 0.45% (n = 310,000). Fluo-4 calcium flux; active compounds read high; triggered by carbachol at its EC20. AID 463165, 2010;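 active = B-score, a plate-corrected calcium signal, over three deviations above library mean, with baseline fluorescence within five deviations of library mean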;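 also: RGS4 expression induced by doxycycline in cells with stable M3 receptor; B-score is computed from the integrated fluorescence ratio over baseline after carbachol; higher B-score means a larger calcium signal and so more RGS4 inhibition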
KCNQ1 block: inhibitors of human KCNQ1 channel, primary screen, cell-based, thallium flux, high-throughput | Potassium voltage-gated channel subfamily KQT member 1 (Homo sapiens), P51787 | CHO-K1 KCNQ1, FluxOR thallium flux fluorescence; active compounds read high | B-score at 10 µM | actives 1.3% (n = 310,000) | AID 2642, 2010;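 active = compounds whose thallium flux B-score, printed positive for inhibition, exceeds three library SD while starting fluorescence stays within three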;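 also: channel opened by potassium depolarization with thallium stimulus after 20 min compound exposure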
KCNK9 block: KCNK9 potassium channel inhibitors, primary screen, HEK293 cells, thallium flux. Potassium channel subfamily K member 9 (Homo sapiens), Q9NPC2. actives 1.2% (n = 310,000). FluxOR thallium flux fluorescence; active compounds read low. B-score at 10 µM;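 active = ratio B-score over 3 SD below the library mean, with starting fluorescence within 5 SD of its mean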;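 also: negative B-score means less thallium flux so channel inhibition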
* hit, by the source's call; i = inactive; / = not tested or not shown. These rows are one share of the data (hit frequency here may not be typical).

Molecule	hERG protect	Dyrk1A ADPGlo	PolyA inh	GSK3 alpha inh	KCNK3 inh	GSK3B inh	RGS4 pot	KCNQ1 pot	RGS4 inh	KCNQ1 block	KCNK9 block
Cc1cc(C)cc(-n2c(C)cc(/C=N/NC(=O)c3cccc([N+](=O)[O-])c3C)c2C)c1	1.1	1.1	i	7.3	i	-0.3	-7.35*	i	i	i	i
CCOCCCNCC(=O)NC1(C)C2CCC(C2)C1(C)C (stereo not drawn)	-11.8	-1.0	i	-1.2	i	-4.5	i	i	i	i	i
CC(C)CCn1c(SCC(=O)NC2CC2)nc2cc(Cl)ccc2c1=O	-6.5	0.3	i	-2.1	i	1.6	i	i	i	i	i
COc1cccc(/C=N/NC(=O)C(C)n2nc(C)c([N+](=O)[O-])c2C)c1O (stereo not drawn)	-1.2	-3.5	i	-0.6	i	2.4	i	i	i	i	i
O=C(CSCc1ccc(Br)cc1)Nc1ccc(S(=O)(=O)N2CCOCC2)cc1	-7.6	2.9	i	-0.3	i	1.0	i	i	i	i	i
Cc1ccc(/C=C/C(=O)Nc2ccc([N+](=O)[O-])cc2)o1	-11.8	-0.9	i	1.0	i	3.5	i	i	i	i	i
O=C1C2C3C=CC(C3)C2C(=O)N1c1cccnc1 (stereo not drawn)	1.8	7.7	i	0.6	i	-2.4	i	i	i	i	i
CCOC(=O)N1CCN(C(=O)/C(=C/c2cccs2)NC(=O)c2cccs2)CC1	-9.6	3.3	i	-1.3	i	1.8	i	i	i	i	i
COc1cnc(SCC(=O)O)[nH]c1=O	-4.2	-5.2	i	-2.9	i	4.6	i	i	i	i	i
COc1cc(C=C2C(=O)c3ccccc3C2=O)cc(OC)c1OC	-23.8	-7.6	i	-1.0	i	-2.1	i	i	i	i	i
O=C(Cc1ccccc1)NC(=S)Nc1cccc(C(F)(F)F)c1	-5.1	-0.1	i	0.1	i	1.3	i	i	i	i	i
O=C(CN1CCOCC1)NNC(=S)Nc1ccccc1	-11.7	1.3	i	-2.1	i	-0.1	i	i	i	i	i
CCOc1ccc(OCC)c(NC(=O)CNS(=O)(=O)c2cccs2)c1	-15.9	2.5	i	0.0	i	3.0	i	i	i	i	i
CCCCc1cc(=O)oc2cc(OCC(=O)N(CC)CC)c(Cl)cc12	-10.1	-6.2	i	-1.1	i	-2.9	i	i	i	i	i
CC1(C)CC(C)(c2ccc(O)cc2O)N(c2ccc3ccccc3c2)C(=S)N1 (stereo not drawn)	-13.9	3.3	/	-0.2	i	1.2	i	i	i	i	i
CC1CCN(S(=O)(=O)c2ccc(S(=O)(=O)NCc3ccccc3)cc2)CC1	-11.2	-3.1	i	-5.5	i	-3.8	i	i	i	i	i
CCOc1ccc(C(=O)NC(=S)Nc2cccc(NC(=O)c3ccco3)c2)cc1[N+](=O)[O-]	-4.0	5.8	i	-0.6	i	-0.1	i	i	i	i	i
O=C(CCc1ccccc1)c1ccc2c(c1)OCCCO2	-18.2	0.1	i	-4.1	i	3.3	i	i	i	i	i
CCC1Sc2ccc(S(=O)(=O)CCC(=O)Nc3ccc(C(=O)OC)cc3)cc2NC1=O (stereo not drawn)	-9.8	/	i	2.1	i	0.4	i	i	i	i	i
Cc1ccc(C(C)C)cc1OCCOCCN1CCCC1	-2.0	3.6	i	0.2	i	4.2	i	i	i	i	i
C=CCOC(=O)C1=C(C)N=C2SCCC(=O)N2C1/C=C/c1ccccc1 (stereo not drawn)	-3.6	-3.9	i	/	i	0.6	i	i	i	i	i
Cc1ccc(C(=O)n2c3ccccc3c3ccccc32)cc1	-11.2	6.0	i	-4.7	i	0.6	i	i	i	i	i
O=C(NCC(c1ccco1)N1CCc2ccccc2C1)C(=O)Nc1ccccc1F (stereo not drawn)	-12.3	4.4	i	-4.6	i	0.5	i	i	i	i	i
Cc1ccc(C(=O)N(C)CC(=O)Nc2cccc(C)c2C)o1	-4.0	-1.6	i	-1.5	i	2.6	i	i	i	i	i
Cc1c(Cl)cccc1NC(=O)NCc1cccnc1	-5.4	0.5	i	1.0	i	0.3	i	i	i	i	i

Part of the list above with just PolyA inh and KCNQ1 block:
SMILES	PolyA inh	KCNQ1 block
O=C1C2C3C=CC(C3)C2C(=O)N1c1cccnc1 (stereo not drawn)	i	i
Cc1ccc(C(=O)N(C)CC(=O)Nc2cccc(C)c2C)o1	i	i

More structures:
Molecule	hERG protect	Dyrk1A ADPGlo	PolyA inh	GSK3 alpha inh	KCNK3 inh	GSK3B inh	RGS4 pot	KCNQ1 pot	RGS4 inh	KCNQ1 block	KCNK9 block
CCCCCCCOC(=O)c1ccc(OC(=O)c2cccnc2)cc1	-7.7	7.9	i	-1.2	-9.44*	-2.8	-8.42*	i	i	i	i
O=C(NCCO)c1ccc2[nH]c3ccccc3c2c1	-7.5	-1.2	i	0.4	i	4.8	i	i	i	i	i
NC(=O)c1sc2cc(C(F)(F)F)cnc2c1-c1ccccc1	-5.8	0.5	i	-2.4	i	-4.4	i	i	i	i	i
CCCOc1ccc(CSc2n[nH]c(C)n2)cc1	-9.9	-7.9	i	12.9	i	-0.8	i	i	i	i	i
COC(=O)NC(NC(=S)Nc1cccc(C)c1)C(Cl)(Cl)Cl (stereo not drawn)	-9.1	-5.0	i	-2.3	i	10.7	i	i	i	i	i
CCc1ccc(-c2csc(-c3c[nH]c4ccccc34)n2)cc1	-7.5	5.4	i	-2.1	i	-6.9	i	i	i	i	i
CCOc1ccc(N(CC(=O)NCc2ccc(C)cc2)S(=O)(=O)c2c(C)[nH]c(=O)[nH]c2=O)cc1	-6.5	0.9	i	-3.5	i	-1.0	i	i	i	i	i
COc1ccc(/C=C/c2nc(-c3ccccc3O)n(-c3ccccc3)n2)cc1	-10.7	9.3	i	-1.8	i	-1.9	i	i	i	i	i
CC(=O)N1CCN(c2ccc(NC(=O)c3ccccc3)cc2)CC1	-7.8	12.5	i	-1.8	i	-0.5	i	i	i	i	i
COc1ccc(OC)c(-n2c(=S)[nH]c3cc(C(=O)N4CCN(c5ccccc5)CC4)ccc3c2=O)c1	-2.3	/	i	-0.6	i	2.0	i	i	i	i	i
Cc1cc(=O)[nH]c(N/N=C/c2ccccc2C(F)(F)F)n1	-1.3	-5.4	i	-5.1	i	2.3	i	i	i	i	i
O=C(NC1CCCC1)C1c2ccccc2C(=O)N1CCCN1CCOCC1 (stereo not drawn)	-12.2	-7.2	i	-1.1	i	3.6	i	i	i	i	i
Cc1cc(=O)n2nc(-c3ccccc3)sc2n1	-9.2	-3.7	i	/	i	0.6	i	i	i	i	i
CC(C)[C@H]1COCCS(=O)(=O)N1Cc1ccccc1	-3.8	3.1	i	-1.3	i	0.2	i	i	i	i	i
Cc1cc(Oc2ccc(=O)n(C)n2)nc(SCc2ccccc2)n1	-8.7	5.3	i	3.4	i	-1.1	i	i	i	i	i
CCC(=O)Nc1ccc(C(=O)NNC(=O)c2ccccc2)cc1	-1.9	0.0	i	-1.2	i	3.0	i	i	i	i	i
Cc1c2c(nc3c(C(=O)NC4CC4)cnn13)CCCC2	-7.3	-4.7	i	/	i	6.0	i	i	i	i	i
CCOc1ccc(N(Cc2ccc(C(=O)O)cc2)S(=O)(=O)c2ccc(C)cc2)cc1	-8.6	-1.4	i	-2.9	i	-3.3	i	i	i	i	i
Cc1nc(-c2ccc(S(=O)(=O)Nc3cccc(Cl)c3)cc2)co1	-4.1	4.9	i	1.8	i	-0.2	i	i	i	i	i
CCOC(=O)c1cc2c(=O)n3ccccc3nc2n(Cc2ccco2)c1=NC(=O)c1cccc(OC)c1	-21.3	8.9	i	-3.3	i	1.3	-7.43*	i	i	7*	i
CC(C)CCOCC(O)CCC(=O)NNC(=S)Nc1ccccc1 (stereo not drawn)	-9.2	-1.1	i	-1.3	i	0.4	i	i	i	i	i
Cc1cc(NC(=O)c2ccccc2)n(-c2nc3ccccc3[nH]2)n1	2.4	2.2	i	-1.3	i	-1.5	i	i	i	i	i
CCOC(=O)C1CCN(C(=O)CSCCSCC(=O)N2CCC(C(=O)OCC)CC2)CC1	-5.6	12.3	i	6.2	i	2.2	i	i	i	i	i
CCc1ccc(N2CC(C(=O)Nc3ccc(C)c(S(=O)(=O)N4CCOCC4)c3)CC2=O)cc1 (stereo not drawn)	-12.8	-0.6	i	-1.2	i	1.2	i	i	i	i	i
Cc1ccc(S(=O)(=O)Nc2cccc(-c3cn4ccsc4n3)c2)cc1	-9.4	-3.4	i	-1.6	i	-2.4	i	i	i	i	i

Arranged by molar mass (descending): 3 of the compounds above.
Molecule	hERG protect	Dyrk1A ADPGlo	PolyA inh	GSK3 alpha inh	KCNK3 inh	GSK3B inh	RGS4 pot	KCNQ1 pot	RGS4 inh	KCNQ1 block	KCNK9 block
CCOc1ccc(N(CC(=O)NCc2ccc(C)cc2)S(=O)(=O)c2c(C)[nH]c(=O)[nH]c2=O)cc1	-6.5	0.9	i	-3.5	i	-1.0	i	i	i	i	i
Cc1cc(=O)[nH]c(N/N=C/c2ccccc2C(F)(F)F)n1	-1.3	-5.4	i	-5.1	i	2.3	i	i	i	i	i
O=C(NCCO)c1ccc2[nH]c3ccccc3c2c1	-7.5	-1.2	i	0.4	i	4.8	i	i	i	i	i
